IL1B secr inh = blocks inflammasome-driven IL-1 beta release; activity change, % at 57.5 µM; 4.7% of 360,000 active; THP-1 LPS/ATP IL-1B secretion, AlphaLISA, 16 h; active compounds read low; AID 743279; in the data active = activity change below about -50%; inconclusive = mostly about -30% to -49%; note: % is set by controls: 0 for no effect and ±100 for the full control effect
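THP-1 cells pretreated 1 hr with compounds (up to 57.5 uM final), then stimulated with LPS (250 ng/mL final) plus ATP (1.25 mM final); secreted IL-1B measured by AlphaLISA after 16 hr, decreased signal indicating inhibition.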
HEK293 tox = cytotoxic in the GLP-1 receptor inverse agonist counter-screen; 0.13% of 410,000 active; HEK293 cAMP-luciferase reporter cells, luminescence, 24 h; Potency, µM (doses to about 38.3 µM), without a hit: top-dose activity change, negative = inhibition, actives largely listed as inhibitors; AID 624418;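 note: loss of luciferase light is scored as toxicity; potency is the fitted concentration of half-maximal effect; % is set by controls: 0 for no effect and ±100 for the full control effect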
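Compound-treated cells are incubated 24 hr at 37 deg C under 5% CO2 after a 12 hour attachment period, then luciferase detection reagent is added and luminescence is measured following 12 min at room temperature; lowered signal indicates toxicity.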
HT1080NT lethal = kills 2HG-producing HT-1080-NT fibrosarcoma cells | HT-1080-NT fibrosarcoma viability, CellTiter-Glo ATP luminescence, 48 h | Potency, µM (top dose mostly 46.1 µM), for inactives: top-dose activity, negative = less viability, hits mostly cytotoxic | 1.6% of 360,000 active;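 note: NT is the 2HG producing partner of a matched IDH1 knockdown line; potency is the fitted concentration of half-maximal effect; 0% = DMSO-treated cells and -100% = media-only wells without cells; nearly all actives have a fitted effect of over 55% in size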
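Viability by CellTiter-Glo luminescence after 48 h compound exposure at 37C of HT-1080-NT cells (750/well, RPMI, 5% FBS). % activity scaled between DMSO wells and medium-only wells, then curve-fitted and categorized by curve class.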
SW480 rerep = inducers of DNA re-replication in SW480 colon cancer cells | SW480 DNA re-replication, Hoechst DNA content imaging, 48 h | Potency, µM (titrated, usually from 46.1 µM), for inactives: at the highest dose re-replication activation, actives largely listed as activators | 1.8% of 340,000 active | AID 624297; note: potency is the fitted concentration of half-maximal effect; % of control where 0% means no effect; nearly all actives have a fitted effect of over 55% in size
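First, 250 cells per well were seeded. Next, compound or vehicle (23 nL) was pinned in, plates sat 48 hr at 37 C. Finally Hoechst was added for 40 min before fluorescence scanning.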
MCF10A rerep = DNA re-replication induction in MCF 10a cells; MCF 10A DNA re-replication, Hoechst nuclear intensity, 48 h; Potency, µM (titrated, usually from 46.1 µM), for the others: top-dose activity, positive = re-replication, hits mostly activators; 2.9% of 350,000 active; note: potency is the fitted concentration of half-maximal effect; % of control where 0% means no effect; nearly all actives have a fitted effect of over 50% in size
HT1080 IDH1KD tx = toxicity to HT-1080 IDH1 knockdown cells (counter line). HT-1080 IDH1 knockdown viability, ATP luminescence, 48 h. Potency, µM (doses to about 46.1 µM), without a hit: top-dose activity, negative = toxicity, actives largely listed as cytotoxic. 2% of 360,000 active. AID 686971;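 note: potency is the fitted concentration of half-maximal effect; 0% = DMSO wells and -100% = cell-free medium wells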
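HT-1080-IDH1KD cells (IDH1 knocked down), 750/well in RPMI with 5% FBS, treated with compound 48 h at 37 degrees C. Viability by CellTiter-Glo luminescence, normalised to DMSO and no-cell wells; concentration-response curves classed.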
DRD3 agonist = activates the human D3 dopamine receptor; AID 652048; D3R DiscoveRx beta-arrestin cells, luminescence, 90 min; 0.58% of 410,000 active; max activation, %; P35462; in the data active = max activation above about 30%; note: 0% is about no effect; mostly tested at two doses, the higher about 12 µM
Target sequence (P35462 whole entry, looked up): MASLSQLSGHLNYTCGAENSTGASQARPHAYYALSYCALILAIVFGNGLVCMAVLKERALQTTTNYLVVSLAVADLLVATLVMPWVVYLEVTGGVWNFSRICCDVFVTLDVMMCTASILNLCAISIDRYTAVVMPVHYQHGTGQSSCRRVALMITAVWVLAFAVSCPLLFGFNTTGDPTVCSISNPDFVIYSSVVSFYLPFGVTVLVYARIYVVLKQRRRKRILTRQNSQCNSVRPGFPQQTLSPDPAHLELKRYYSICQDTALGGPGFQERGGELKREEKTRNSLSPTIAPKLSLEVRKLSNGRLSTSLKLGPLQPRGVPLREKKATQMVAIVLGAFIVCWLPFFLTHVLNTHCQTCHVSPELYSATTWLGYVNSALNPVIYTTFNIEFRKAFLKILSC
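Agonist-mode cell screen: cells plated at 1500/well and incubated overnight at 37 °C, then exposed to library compounds for 90 min at 37 °C. Detection reagent was added for 30–60 min at room temperature, and luminescence was read.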
KB-3-1 cytotox = kills parental KB-3-1 adenocarcinoma cells; Potency, µM (highest dose often 46.1 µM), for inactives: at the highest dose activity change, negative = cytotoxic, usual class: cytotoxic; 1.4% of 400,000 active; KB-3-1 viability, CellTiter-Glo ATP luminescence, 72 h; note: potency is the fitted concentration of half-maximal effect; % is set by controls: 0 for no effect and ±100 for the full control effect; nearly all actives have a fitted effect of over 60% in size
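Parental KB-3-1 viability, qHTS format: 72 h compound exposure, 37 °C; CellTiter-Glo; media-only wells and DMSO plates as controls; concentration-effect fits on corrected data.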
KB-V1 MDR tox = KB-V1 MDR subline cytotoxicity; KB-V1 MDR cells viability, CellTiter-Glo, 72 h; Potency, µM (titrated, usually from 46.1 µM), inactives show top-dose activity change, negative = cytotoxicity, hits mostly cytotoxic; 3.4% of 400,000 active; AID 1347076; note: potency is the fitted concentration of half-maximal effect; % is set by controls: 0 for no effect and ±100 for the full control effect; nearly all actives have a fitted effect of over 60% in size
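Luminescent ATP read-out (CellTiter-Glo, 10 min) measures survival of drug-selected KB-V1 MDR cells after 72 h, 37 degrees C compound exposure. Medium: phenol-red-free DMEM, 10% FBS. Values from fitted concentration-response curves.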
Starred values were filed as active, the others as inactive; i = inactive; ? = inconclusive; nt = no result given; [ ] = dose if it differs, or a comment. Unless noted, calls come from the whole dose curve; as a rule, active = well fitted curve in the direction sought with a large enough effect; inconclusive = small, poorly fitted or top-dose-only effect, or another doubt; inactive = no such curve, though single readings can be large; an effect the other way counts as inactive or inconclusive.

Keys – A = IL1B secr inh; B = HEK293 tox; C = HT1080NT lethal; D = SW480 rerep; E = MCF10A rerep; F = HT1080 IDH1KD tx; G = DRD3 agonist; H = KB-3-1 cytotox; I = KB-V1 MDR tox
#1 C=CCN1C=C2C(=O)C(C)(OC(=O)c3cccs3)C(=O)C=C2C=C1CCCC(=O)OC (stereo not given)
  A: 48	B: 8%	C: 0%	D: -7%	E: -1%	F: -1%	G: 2	H: 13%	I: 21%
#2 CN(C)c1ccc(C=c2c3ccccc3n3c2c2c([n+]3C)CCCC2)cc1
  A: -111*	B: ?	C: ?	D: -2%	E: ?	F: 6.5µM*	G: 5	H: ?	I: 1%
#3 CC/C(=N/OC(=O)c1cccc(C)c1)C(=O)c1cccs1
  A: 32	B: 1%	C: 1%	D: -22%	E: -4%	F: 9%	G: -3	H: 16%	I: 0%
#4 O=C(O)c1cccc2c1-c1ccc(Cl)cc1C2=O
  A: 9	B: -4%	C: 13%	D: 0%	E: -1%	F: 8%	G: -14	H: 3%	I: 4%
#5 C=CCCC(=O)Nc1nc(C)c(-c2csc(Nc3cccc(OC)c3)n2)s1
  A: 0	B: -27%	C: -10%	D: ?	E: -46%[inhibitor]	F: -9%	G: 2	H: ?	I: 13%
#6 COc1ccc(C(=O)c2ccccc2Cl)cc1OC
  A: -15	B: 10%	C: -7%	D: -7%	E: -1%	F: 3%	G: 4	H: -13%	I: ?
#7 Cc1c(CN2CCC(n3nccc3NC(=O)c3cccc(F)c3)CC2)cnn1C
  A: i	B: 0%	C: 10%	D: -17%	E: ?	F: 17%	G: -4	H: 3%	I: -5%
#8 Cc1ccc(-n2ncc(C(=O)N3CCN(c4cc(Cl)ccc4C)CC3)c2C2CCN(C(=O)OC(C)(C)C)CC2)cc1
  A: nt	B: 0%	C: nt	D: nt	E: nt	F: nt	G: -5	H: -6%	I: 10%
#9 Cc1ccc(NC(=O)CN2C(=O)C3C4C=CC(C4)C3C2=O)cc1S(=O)(=O)N(C)C (stereo not given)
  A: i	B: -7%	C: 7%	D: 8%	E: ?	F: 9%	G: 5	H: -16%	I: -12%
#10 COc1ccc(CNC(=O)CN(C(=O)CCC(=O)Nc2nccs2)c2cccc(C)c2)cc1
  A: 17	B: -13%	C: ?	D: -39%[inhibitor]	E: ?	F: ?	G: -8	H: -5%	I: 10%

11	CC1CC(C)CN(C(=O)COC(=O)c2cncc(Br)c2)C1 (stereo not given)
12	COc1ccc(C(=O)COC(=O)/C=C/c2ccccc2)cc1
13	COCCn1c(C)cc(O)c(C(c2ccc(F)cc2)N2CCC(C)CC2)c1=O (stereo not given)
14	COc1cc(/C=C2\SC(=S)N(CC(=O)Nc3ccc(O)cc3)C2=O)cc(OC)c1OC
15	O=C(NCc1cc(Cl)cc(Cl)c1)c1csc([C@@H]2C[C@H](O)[C@@H](CO)O2)n1
16	CCCOc1ccc(N2C(=O)CC(N(O)c3ccccc3)C2=O)cc1 (stereo not given)
17	C/C(=N/NC(=S)Nc1ccccc1)c1ccc2c(c1)OCO2
18	CCOC(=O)[C@]12CCCC=C1N(Cc1ccc(Cl)cc1Cl)C(=O)[C@H](CC(=O)NCC13CC4CC(CC(C4)C1)C3)C2
Compound,11,12,13,14,15,16,17,18
IL1B secr inh,13,-11,nt,-7,-4,2,-11,-6
HEK293 tox,2%,4%,0%,-10%,5%,2%,?,15%
HT1080NT lethal,0%,21%,nt,-21%,-3%,-5%,-9%,-16%
SW480 rerep,15%,-4%,nt,-11%,nt,-4%,-3%,nt
MCF10A rerep,-8%,-9%,nt,4%,nt,8%,4%,nt
HT1080 IDH1KD tx,1%,17%,nt,0%,0%,-6%,4%,?
DRD3 agonist,0,-2,0,1,5,-3,7,-12
KB-3-1 cytotox,12%,10%,3%,-1%,0%,26%,-1%,?
KB-V1 MDR tox,-7%,1%,6%,0%,-1%,-1%,-13%,?

19	Cc1cc(C)c(OCC(=O)N/N=C/c2ccc3c(c2)OCO3)c(C)c1
20	CCC(=O)Nc1nnc(S(=O)(=O)N(CC)c2ccc(Cl)cc2)s1
21	COc1cccc(C(=O)N(Cc2ccc(N(C)C)cc2)C2CCS(=O)(=O)C2)c1 (stereo not given)
22	Cc1cc(NC(=O)NN2CCOCC2)nn1-c1c(Cl)cc(Cl)cc1Cl
23	CCOc1cc(CNC(=O)CN2C(=O)c3ccccc3S2(=O)=O)ccc1OC
24	CCc1cccc(NC(=O)CSc2ncc3c(n2)-c2cc(Cl)ccc2N(C)S3(=O)=O)c1
25	CN(CC(=O)Nc1cccc(F)c1)C(=O)c1ccc(N2CCCCCC2)c([N+](=O)[O-])c1
26	COc1ccc([C@H]2/C=C\CN(C(=O)c3ccc(C)cc3)[C@@H](C)C(=O)N2Cc2ccc(F)cc2)cc1
Compound,19,20,21,22,23,24,25,26
IL1B secr inh,7,13,-7,-1,0,nt,-6,-6
HEK293 tox,?,6%,32%,2%,-7%,-1%,-26%,-15%
HT1080NT lethal,18µM*,-23%,-8%,-2%,4%,nt,?,?
SW480 rerep,?,11%,-3%,-11%,-12%,nt,-87%[inhibitor],1%
MCF10A rerep,2.9µM*,15%,-4%,-1%,-2%,nt,0%,16%
HT1080 IDH1KD tx,13µM*,2%,0%,-2%,1%,nt,-17%,?
DRD3 agonist,26,-4,-4,4,-1,-15,-3,4
KB-3-1 cytotox,?,2%,-4%,-4%,25%,9%,-6%,?
KB-V1 MDR tox,-4%,10%,-6%,4%,0%,-12%,-4%,?

A second format for some results above.
nr | compound | IL1B secr inh | HEK293 tox | HT1080NT lethal | SW480 rerep | MCF10A rerep | HT1080 IDH1KD tx | DRD3 agonist | KB-3-1 cytotox | KB-V1 MDR tox
12 | COc1ccc(C(=O)COC(=O)/C=C/c2ccccc2)cc1 | -11 | 4% | 21% | -4% | -9% | 17% | -2 | 10% | 1%
13 | COCCn1c(C)cc(O)c(C(c2ccc(F)cc2)N2CCC(C)CC2)c1=O (stereo not given) | nt | 0% | nt | nt | nt | nt | 0 | 3% | 6%
14 | COc1cc(/C=C2\SC(=S)N(CC(=O)Nc3ccc(O)cc3)C2=O)cc(OC)c1OC | -7 | -10% | -21% | -11% | 4% | 0% | 1 | -1% | 0%
15 | O=C(NCc1cc(Cl)cc(Cl)c1)c1csc([C@@H]2C[C@H](O)[C@@H](CO)O2)n1 | -4 | 5% | -3% | nt | nt | 0% | 5 | 0% | -1%
16 | CCCOc1ccc(N2C(=O)CC(N(O)c3ccccc3)C2=O)cc1 (stereo not given) | 2 | 2% | -5% | -4% | 8% | -6% | -3 | 26% | -1%
17 | C/C(=N/NC(=S)Nc1ccccc1)c1ccc2c(c1)OCO2 | -11 | ? | -9% | -3% | 4% | 4% | 7 | -1% | -13%
18 | CCOC(=O)[C@]12CCCC=C1N(Cc1ccc(Cl)cc1Cl)C(=O)[C@H](CC(=O)NCC13CC4CC(CC(C4)C1)C3)C2 | -6 | 15% | -16% | nt | nt | ? | -12 | ? | ?
19 | Cc1cc(C)c(OCC(=O)N/N=C/c2ccc3c(c2)OCO3)c(C)c1 | 7 | ? | 18µM* | ? | 2.9µM* | 13µM* | 26 | ? | -4%
20 | CCC(=O)Nc1nnc(S(=O)(=O)N(CC)c2ccc(Cl)cc2)s1 | 13 | 6% | -23% | 11% | 15% | 2% | -4 | 2% | 10%
21 | COc1cccc(C(=O)N(Cc2ccc(N(C)C)cc2)C2CCS(=O)(=O)C2)c1 (stereo not given) | -7 | 32% | -8% | -3% | -4% | 0% | -4 | -4% | -6%
22 | Cc1cc(NC(=O)NN2CCOCC2)nn1-c1c(Cl)cc(Cl)cc1Cl | -1 | 2% | -2% | -11% | -1% | -2% | 4 | -4% | 4%
23 | CCOc1cc(CNC(=O)CN2C(=O)c3ccccc3S2(=O)=O)ccc1OC | 0 | -7% | 4% | -12% | -2% | 1% | -1 | 25% | 0%

(continued)
27	C/C(=N/NC(=O)c1ccoc1C)c1ccc(NC(=O)c2ccncc2)cc1
28	Cc1nn(CCCC(=O)N2CCN(c3ccc(F)cc3)CC2)c(C)c1[N+](=O)[O-]
29	O=C(COC(=O)CCC(=O)c1ccccc1)Nc1nnc(-c2ccccc2)o1
30	OCC1CCCN(C(=S)NCCc2ccccc2)C1 (stereo not given)
Compound,27,28,29,30
IL1B secr inh,15,-24,9,-14
HEK293 tox,?,-3%,-1%,-12%
HT1080NT lethal,-13%,-3%,4%,4%
SW480 rerep,?,0%,-12%,-3%[9.22 µM]
MCF10A rerep,-2%,-18%,1%,3%
HT1080 IDH1KD tx,-20%,-2%,-1%,2%
DRD3 agonist,-4,-5,4,8
KB-3-1 cytotox,0%,7%,1%,9%
KB-V1 MDR tox,?,-4%,-3%,11%

Assay outcomes (PubChem)
